Chronic BCR inh: inhibitors of chronic active B-cell receptor signaling. ABC-DLBCL IkBa-CBG/CBR reporter, luminescence ratio, 4 h. Potency, µM (series often up to 46.1 µM), inactives show at the highest dose ratio change, negative = lower green/red ratio, most hits filed as inhibitors. 0.05% of 340,000 active; active = well fitted inhibition curve with a large enough effect in the signal ratio, with a control signal flat, not every such curve was filed as active; inconclusive = small, poorly fitted or top-dose-only effect, or effect the other way, or a change in a side signal; the % refers to the signal ratio;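 also: potency is read from the fitted curve at half-maximal effect; plate controls were basal doxycycline-induced cells for no effect and cells given 10 µM MG132 for full effect; MG132 reads +100%, hits lower the ratio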
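Concentration-response series (up to 46 uM) were applied to TMD8 dual-reporter cells for 4 h at 37C with doxycycline. Green/red ratio, after filter-overlap correction, defined %Activity; red signal alone was normalised to basal cells and zero luminescence.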
ASM inhibitor: blocks human secretory acid sphingomyelinase | P17405 | placental ASM, HMU-PC fluorogenic substrate, 60 min | Potency, µM (top dose mostly 57.5 µM), inactives show at the highest dose activity change, negative = inhibition, actives largely listed as inhibitors | 0.006% of 340,000 active | AID 504937; also: potency is read from the fitted curve at half-maximal effect
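qHTS format. ASM enzyme prepared from human placenta hydrolyses the fluorogenic substrate HMU-PC0 (9 uM final) over 60 min at 37 °C after a 10 min compound preincubation.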
USP2a block: USP2a (human) protease inhibition; USP2 core, Ub-CHOP2 coupled fluorogenic reporter, 485/531; AID 463254; Potency, µM (highest dose often 38.3 µM), inactives show at the highest dose activity change, negative = inhibition, most hits filed as inhibitors; O75604; 0.01% of 330,000 active;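 also: potency is read from the fitted curve at half-maximal effect; plate controls were DMSO wells for no effect and full inhibition by NEM control for full effect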
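USP2 core (10nM final) preincubated 30min RT with compound in 20mM Tris-HCl pH 8.0, 2mM CaCl2, 2mM beta-mercaptoethanol, 0.05% CHAPS; 25nM Ub-CHOP2 plus 25nM reporter substrate added, fluorescence (Ex485/Em531) read after 60min.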
Eya2 inh: blocks the phosphatase activity of human Eya2; O00167; recombinant Eya2, OMFP fluorescence dephosphorylation (OMFP is methylfluorescein phosphate); Potency, µM (titrated, usually from 76.9 µM), for the others: top-dose activity, negative = inhibition, usual class: inhibitors; 0.006% of 330,000 active; AID 488837; also: potency is read from the fitted curve at half-maximal effect; % is scaled to controls: 0 for no effect and ±100 for the full control effect
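Eya2 protein (added as 0.2 uM solution) was preincubated with compound for 10 min at ambient temperature in 50 mM HEPES pH 7.5, 50 mM NaCl, 5 uM MgCl2, 0.05% BSA, 1 mM DTT. OMFP (added at 50 uM) then reacted 10 min; fluorescence read at 485/525 nm.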
TSHR antag: blocks TSH signaling through the human TSH receptor. AID 504810. activity change, negative = inhibition, % at 11.5 µM. TSHR-expressing cells, TSH-stimulated cAMP HTRF, 2 h; stronger effect = lower value. 0.2% of 330,000 active;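 active = activity change below a set negative limit, meaning inhibition stronger than a set level, cut at about -70% in these data; inconclusive = activity change between two set negative limits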; also: % is scaled to controls: 0 for no effect and ±100 for the full control effect
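Freshly harvested TSHR cells receive pin-tooled compound, then EC80 TSH at 4nM final. After 2 hours at 37 deg C, antibody in lysis buffer and cAMP-d2 are added; 30 minutes at ambient temperature precede the HTRF read.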
Mito fusion yeast: mitochondrial division inhibition or fusion activation. S. cerevisiae fusion-defective mutant growth rescue, CellTiterGlo 48 h. Potency, µM (highest dose often 46.1 µM), for the others: at the top dose growth rescue (activation), hits mostly activators. 0.23% of 320,000 active. AID 485298;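 also: potency is read from the fitted curve at half-maximal effect; % of control where 0% means no effect; nearly all actives have a fitted effect of over 45% in size; temperature-sensitive fusion mutants such as fzo1-1 at 37 °C on non-fermentable ethanol glycerol medium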
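Luminescent cell viability in 1536-well qHTS format served as the measure of rescued growth in ts fusion-mutant S. cerevisiae cultured on non-fermentable YPEG for 48 hours at 37C.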
hERG WT inh: blocks the wildtype human KCNH2 potassium channel | Q12809 | U2OS, BacMam KCNH2, thallium flux FluxOr; stronger effect = lower value | activity change, % at 1.84 µM | 0.37% of 340,000 active;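 active = maximum activity change below -70%; inconclusive = maximum activity change between -70% and -50%; inactive = maximum activity change above -50%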; also: % is scaled to controls: 0 for no effect and ±100 for the full control effect
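U2OS cells transduced with wild-type KCNH2 virus are loaded with FluxOr dye for 45 min, and thallium flux is measured in kinetic reads before and after stimulation buffer. Rate constants are normalized to DMSO controls.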
PKM2 activator: increases activity of human pyruvate kinase M2; P14618; 0.34% of 260,000 active; Potency, µM (top dose mostly 57.5 µM), inactives show at the highest dose activation, actives largely listed as activators; purified PKM2, Kinase-Glo ATP luminescence, activation; response scale: 0% is enzyme alone, no compound; AID 1631; also: potency is read from the fitted curve at half-maximal effect; % is scaled to controls: 0 for no effect and ±100 for the full control effect; nearly all actives have a fitted effect of over 55% in size
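Purified hPK-M2 (>95%) run at intermediate activity with 0.1 mM ADP and 0.5 mM PEP in 50 mM imidazole pH 7.2, KCl, MgCl2; 1 h room temperature. ATP formed read by Kinase-Glo luminescence; normalized to uninhibited and no-enzyme controls.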
GALK inhibitor: inhibitors of human galactokinase | P51570 | Purified GALK, Kinase-Glo residual ATP luminescence | Potency, µM (doses to about 57.5 µM), inactives show at the top dose activity change, negative = inhibition, hits mostly inhibitors | 0.007% of 270,000 active | AID 1868; also: potency is read from the fitted curve at half-maximal effect; % is scaled to controls: 0 for no effect and ±100 for the full control effect
Target sequence (P51570 whole entry, looked up): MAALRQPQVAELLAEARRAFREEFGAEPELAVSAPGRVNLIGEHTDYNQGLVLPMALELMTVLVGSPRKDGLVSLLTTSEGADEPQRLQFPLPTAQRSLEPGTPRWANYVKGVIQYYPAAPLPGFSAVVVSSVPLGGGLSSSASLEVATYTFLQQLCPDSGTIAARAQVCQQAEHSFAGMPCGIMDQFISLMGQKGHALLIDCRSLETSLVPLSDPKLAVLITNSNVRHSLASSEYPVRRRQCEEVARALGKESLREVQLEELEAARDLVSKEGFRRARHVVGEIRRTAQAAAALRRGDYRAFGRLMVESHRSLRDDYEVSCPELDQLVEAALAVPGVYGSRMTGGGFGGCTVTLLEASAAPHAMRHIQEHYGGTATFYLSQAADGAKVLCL
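Luminescence from leftover ATP (Ultra-Glo luciferase/luciferin) served as read-out after a 1 h room-temperature reaction of 5 nM GALK with 35 uM ATP and 100 uM galactose.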
Menin MLL FP TR: menin-MLL binding inhibition, Texas Red mutant peptide | Potency, µM (doses to about 61.6 µM), without a hit: top-dose FP activity change, negative = inhibition, hits mostly inhibitors | AID 1768 | Menin + Texas Red MLL mutant peptide, fluorescence polarization | 0.23% of 270,000 active | O00255; active = well fitted inhibition curve with a large enough effect in the polarisation, with a control signal flat, not every such curve was filed as active; inconclusive = small, poorly fitted or top-dose-only effect, or effect the other way, or a change in a side signal; inactive = no such curve, though single readings can be large or run the other way; the % refers to the polarisation; also: potency is read from the fitted curve at half-maximal effect; % of control where 0% means no effect; many of its hits are not listed in these tables
Target sequence (O00255 whole entry, looked up): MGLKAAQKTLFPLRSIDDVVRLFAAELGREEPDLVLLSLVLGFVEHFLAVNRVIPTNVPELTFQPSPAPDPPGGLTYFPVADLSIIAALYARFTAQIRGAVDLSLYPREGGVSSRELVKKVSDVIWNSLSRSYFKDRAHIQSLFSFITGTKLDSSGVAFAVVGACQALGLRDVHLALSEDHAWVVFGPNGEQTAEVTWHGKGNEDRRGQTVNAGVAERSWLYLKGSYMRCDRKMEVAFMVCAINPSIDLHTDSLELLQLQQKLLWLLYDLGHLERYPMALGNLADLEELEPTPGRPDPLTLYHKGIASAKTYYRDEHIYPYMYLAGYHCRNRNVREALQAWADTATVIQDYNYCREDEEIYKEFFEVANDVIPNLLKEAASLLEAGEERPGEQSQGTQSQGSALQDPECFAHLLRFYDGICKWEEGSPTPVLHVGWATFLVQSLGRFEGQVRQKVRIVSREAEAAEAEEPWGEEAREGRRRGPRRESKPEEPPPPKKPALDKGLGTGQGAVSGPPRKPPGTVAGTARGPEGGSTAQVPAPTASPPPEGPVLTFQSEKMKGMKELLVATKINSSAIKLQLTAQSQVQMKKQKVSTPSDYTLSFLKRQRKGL
MBNL1 CUG block: MBNL1-poly(CUG) RNA binding inhibition | Q9NR56 | TR-FRET MBNL1-His/biotin-(CUG)12 binding, 665/545 ratio | Potency, µM (top dose mostly 57.5 µM), inactives show at the highest dose activity change, negative = inhibition, hits mostly inhibitors | 0.036% of 280,000 active | AID 2675; active = well fitted inhibition curve with a large enough effect in the signal ratio, with a control signal flat, not every such curve was filed as active; inconclusive = small, poorly fitted or top-dose-only effect, or effect the other way, or a change in a side signal; inactive = no such curve, though single readings can be large or run the other way; the % refers to the signal ratio; also: potency is read from the fitted curve at half-maximal effect; % is scaled to controls: 0 for no effect and ±100 for the full control effect
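TR-FRET readout: Ex 340 nm, 665/545 nm emission ratio, normalized to buffer-only (basal) and MBNL1-(CUG)12 controls. Complex of MBNL1-His with Biotin-(CUG)12, compounds 92 nM–58 uM, incubated 60 min at room temperature.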
The depositor's hits bear a star; i = inactive; ? = inconclusive; nt = no result given; & = joins results of further samples; [ ] = remark or other dose. Unless noted, calls follow the shape of the dose curve; as a rule, active = well fitted curve in the direction sought with a large enough effect; inconclusive = small, poorly fitted or top-dose-only effect, or another doubt; inactive = no such curve, though single readings can be large; an effect the other way counts as inactive or inconclusive.

SMILES | Chronic BCR inh | ASM inhibitor | USP2a block | Eya2 inh | TSHR antag | Mito fusion yeast | hERG WT inh | PKM2 activator | GALK inhibitor | Menin MLL FP TR | MBNL1 CUG block
O=C(COc1ccccc1C(=O)Nc1ccccc1)c1ccc(F)cc1 | 2.4% | -11.7% | 10.7% | 4.4% | 3.7 | 3.3% | -21.4 | 3.2% | -0.4% | 27.8% | -3.6%
COc1cc2c(cc1OC)C(c1ccccc1)=NCC2 | ? | -0.3% | 3.6% | -4.2% | -6.1 | -8.9% | 2.7 | -12.8% | -2.4% | -1.1%&0.2% | ?
O=C1[C@@H]2CSCN2C(=O)CN1Cc1cccc(C(F)(F)F)c1 | -0.6% | 2.1% | 1.7% | -9.6% | -6.6 | 8.6% | -3.4 | nt | -1.5% | 0.8% | 0.8%
COc1ccc(NC(=O)COc2ccc(N(C)S(=O)(=O)c3ccc(Cl)cc3)cc2)cc1OC | 2.8% | -4.5% | -10.7% | 15.9% | ? | 15.3% | 1.2 | nt | nt | nt | nt
O=C(CSc1oc(-c2ccc(F)cc2)nc1S(=O)(=O)c1ccccc1)NCC1CCCO1 (stereo unspecified) | 7.8% | -0.3% | 0.9% | -5.8% | -4.0 | -4.6% | -0.3 | -0.3% | -3.2% | 7.1% | -0.2%
O=C(NCCc1csc(-c2cccnc2)n1)c1cccc2ccccc12 | -2.1% | 0.1% | -1.4% | 9.7% | -4.4 | 5.1% | -4.9 | 0.1% | 0.8% | 0.6% | 8.3%
C=CCOc1ccc(C2=NOC(C(=O)Nc3ccc4c(c3)OCCO4)C2)cc1OC (stereo unspecified) | ? | -0.9% | 0.4% | -3.9% | -3.1 | -111.3%[inhibitor] | -189.4* | nt | 0.8% | 16.9% | -12.0%
CCNc1nc(C#N)nc2c1ncn2-c1cc(F)cc(F)c1 | ? | 24.2% | 6.3% | -5.7% | 34.6 | 2.9% | nt | nt | nt | nt | nt
O=c1c2ccccc2n2cnnc2n1-c1ccccc1 | ? | 5.5% | 0.0% | -5.4% | 0.0 | -1.8% | 1.6 | -5.9% | 9.4% | -0.8% | -2.8%
CCOC(=O)c1ccc(CNC(=O)C2CCCCC2C(=O)OCC(F)(F)F)o1 (stereo unspecified) | 3.6% | 0.4% | 1.4% | -0.7% | 2.0 | 1.5% | -1.7 | -4.9% | 1.6% | -2.6% | 1.6%
O=C(O)c1ccccc1-c1ccccc1C(=O)Nc1cccc(Br)c1 | 5.0% | 10.6% | 0.3% | 3.6% | 4.8 | 1.4% | 1.2 | 4.2% | -1.5% | nt | ?
COc1cccc(NC(=S)/C(=C(\[O-])c2ccc(C)c([N+](=O)[O-])c2)[n+]2ccccc2)c1 | ? | 3.0% | 3.7% | -8.8% | 1.9 | -2.3% | -5.0 | 0.1% | 0.6% | nt | 23.0%
O=C1CCN1C1(C(=O)NC2CCCCC2)CCCC1 | 6.4% | 0.1% | -4.1% | -14.8% | 1.6 | -2.2% | 2.1 | 3.8% | 0.6% | 4.5% | nt
CC(C)(C)NS(=O)(=O)c1ccc(OCC(=O)NCc2ccco2)cc1 | 5.4% | -0.1% | 2.3% | -2.1% | -2.2 | 1.2% | -7.0 | -2.1% | 9.5% | -10.2% | 4.8%
COc1ccc(-n2c(CCc3ccccc3)nnc2SCC(=O)c2ccc(Cl)cc2)cc1 | -11.2% | -9.1% | -12.9% | -3.7% | 13.4 | ? | 2.5 | 14.4% | 0.3% | -2.0% | ?
CCCCN(CC)C(=O)c1cc2c(=O)[nH]c3ccc(C)cc3c2s1 | -0.1% | 21.2% | -1.0% | 0.5% | -3.0 | ? | -1.1 | nt | nt | ? | 1.3%
CCn1c(=O)c([N+](=O)[O-])c(N2CCOCC2)c2ccccc21 | 0.6% | -0.7% | 0.4% | 5.3% | -10.0 | -2.1% | 24.5 | -1.4% | 1.6% | -9.6% | 14.3%
O=C(C[n+]1cccc(CO)c1)Nc1nc2ccccc2s1 | 1.1% | 3.1% | 0.0% | 2.5% | -2.7 | -0.8% | -6.6 | -0.8% | -1.6% | 2.1% | -9.8%
Cc1occc1C(=O)Nc1c(F)cc(F)cc1Br | -2.7% | 3.0% | 1.8% | -2.2% | 12.9 | 4.8% | 0.0 | 13.5% | 0.8% | 3.0% | -13.5%
NC(=NCCc1c[nH]c2ccccc12)NS(=O)(=O)c1ccc(F)cc1 | -2.2% | -1.3% | 6.2% | -8.4% | -8.9 | -3.6% | 20.1 | 3.4% | -0.7% | 15.6% | -13.5%
COc1ccc([N+](=O)[O-])cc1NCC(=O)Nc1cccc(S(=O)(=O)N2CCCC2)c1 | -0.1% | -9.0% | -1.7% | -27.1% | -14.4 | -6.2% | -3.5 | nt | nt | nt | nt
Cc1c(OC(C)C(=O)NCCCN2CCCC2=O)ccc2c3c(c(=O)oc12)CCCC3 (stereo unspecified) | 1.5% | 70.0% | 1.6% | -12.4% | 20.3 | 11.0% | -9.3 | 1.1%[0.46 µM] | -0.4% | -10.2% | 5.6%
O=C(NNC(=O)c1cc(-c2ccncc2)nc2ccccc12)c1cccc(Cl)c1 | ? | 3.2% | 0.7% | 5.4% | -12.3 | -2.8% | -6.4 | nt | nt | nt | nt
CCNC(=O)N1CCCC(C(=O)c2ccc(OC)c(OC)c2)C1 (stereo unspecified) | -1.1% | 1.4% | 1.0% | -24.2% | 5.7 | -1.6% | 6.5 | -10.0% | 6.9% | -19.2% | 7.5%
CC1CN(Cc2c(O)ccc3c2oc(=O)c2ccccc23)CC(C)O1 (stereo unspecified) | -9.0% | -5.3% | -1.9% | 2.8% | -10.5 | 3.9% | 4.9 | 0.0% | -1.0% | nt | 30.8%[activator]
(next part)
SMILES | Chronic BCR inh | ASM inhibitor | USP2a block | Eya2 inh | TSHR antag | Mito fusion yeast | hERG WT inh | PKM2 activator | GALK inhibitor | Menin MLL FP TR | MBNL1 CUG block
Nc1ccc(C2(c3ccc(N)cc3)C(=O)Nc3ccccc32)cc1 | ? | -1.9% | -2.2% | 0.2% | 0.7 | -0.8% | -12.2 | 3.0% | 0.3% | 4.8% | 3.0%
O=C(CSc1nnc(-c2ccccc2Br)o1)Nc1nncs1 | 2.8% | -1.1% | 1.2% | 15.7% | 1.0 | -0.9% | -9.8 | 13.1% | 2.6% | ? | 36.2%[activator]
Cc1cc(C)c(NC(=S)N(Cc2cccnc2)Cc2ccco2)c(C)c1 | -4.6% | 3.4% | 1.6% | -6.3% | 3.3 | 11.3% | -4.6 | -14.6% | -0.2% | -3.6% | -0.1%
O=S(=O)(Nc1cccnc1)c1ccc(C2CCCCC2)cc1 | 3.7% | -1.7% | -0.5% | -1.1% | -43.4 | 11.8% | -1.1 | -3.9% | 0.1% | -0.4% | -4.9%
C=C(C)C(=O)Nc1cccc(C2=NOC3(C2)C[C@@H](C(N)=O)N(C(=O)[C@H]2CCC(=O)N2)C3)c1 (stereo partly specified) | -2.4% | -4.5% | 6.2% | -2.8% | 5.8 | -22.9% | nt | -15.3% | -0.7% | nt | -17.0%
COc1ccc(-c2csc(NC(=O)CSc3n[nH]c(N)n3)n2)cc1 | 1.1% | 11.7% | 0.4% | -18.5% | -2.3 | 0.5% | -5.2 | nt | 10.7% | 11.5% | 1.1%
O=c1c2c([nH]c3ccccc13)CCCCC2 | ? | 4.4% | 2.6% | 12.3% | 0.8 | 13.5% | 4.7 | -8.6% | -1.8% | nt | -3.3%
c1ccc(C2CC(c3cccs3)=NN2c2ccccc2)cc1 (stereo unspecified) | ? | i | -1.7% | -13.2% | 29.3 | 8.6% | 1.5 | -2.0% | -2.0% | nt | nt
COC(=O)CCCC1=CC2=CC(=O)C(C)(OC(=O)c3cccs3)C(=O)C2=CN1Cc1ccccc1 (stereo unspecified) | 7.2% | 8.5% | 0.5% | 4.2% | 2.5 | 15.6% | -0.6 | 2.7%[11.5 µM] | 0.0% | -16.1%[11.7 µM] | ?
CCCCN1C(=O)c2ccc(C(=O)Nc3ccccc3N3CCOCC3)cc2C1=O | -1.5% | -5.0% | -1.2% | -2.6% | -6.8 | 0.4% | 8.1 | 0.6% | -1.2% | -4.5% | 5.0%

This is a subset; count on the stated rates, not on these rows.
